# TRPC4 block = inhibitors of mouse TRPC4 channel, primary screen, Fluo4 calcium, HEK293 TRPC4beta/mu-opioid cells. DAMGO-evoked Fluo4 calcium flux; hits give low values. hit rate 0.39% among 300,000. Short transient receptor potential channel 4 (Mus musculus), Q9QUQ5. B-score at 10 µM;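 active = B-score over 3 SD under the library average, no early fluorescence shift, positive overall ratio signal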
#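 Assay system: HEK293 cells with stable TRPC4beta plus mu-opioid receptor expression. Dosing: single dose. Measured by: Fluo4 Ca2+ flux fluorescence. Also added: DAMGO in two steps, submaximal then maximal. Read-out: B score from integrated Fluo4 fluorescence ratio.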
# HIF activator = HIF pathway transcriptional activators, primary screen, cell-based, U2OS HRE-luciferase, luminescence | hit rate 0.32% among 300,000 | U2OS HRE-luciferase reporter; normalized: DMSO 0%, desferrioxamine 100% | AID 1910, 2009 | activation, % at 7.5 µM (by protocol);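 active = mean activation of at least 10% of the iron chelator positive control signal, with at least half of replicates also reaching 10%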
# TRPC4 PAM = positive allosteric modulators of TRPC4, primary screen, cell-based, mouse TRPC4beta, HEK293 mu-opioid, Fluo-4 calcium; B-score at 10 µM; hit rate 0.42% among 310,000; AID 2227, 2009; DAMGO EC20, Fluo-4 Ca2+ flux; hits give high values;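 active = B-score of calcium response area above 5 SD of library B-scores, with initial fluorescence ratio within 5 SD of library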;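 also: B-score of integrated fluorescence ratio over time as area under calcium response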
# TRPC4 agonist = activators of mouse TRPC4 channel, primary screen, Fluo4 calcium, HEK293 TRPC4beta/mu-opioid cells. Short transient receptor potential channel 4 (Mus musculus), Q9QUQ5. hit rate 0.49% among 310,000. B-score at 10 µM. Fluo4 calcium fluorescence; hits give high values. AID 2237, 2010;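 active = B-score above 5 SD of library B-scores, and initial fluorescence ratio not above library mean plus 5 SD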;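 also: positive B-score marks a calcium rise read as TRPC4 activation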
#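 Material: TRPC4beta and mu-opioid receptor HEK293 stable cells | Incubation: 45 min room-temperature Fluo4 loading, 110 s read | Detection: Kinetic Fluo4 calcium fluorescence | Measure: Integrated baseline-normalised fluorescence ratio, converted to per-well B score | Benchmarks: Low control buffer alone, high control maximal DAMGO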
# MrgX1 ag = agonists of human MrgX1 receptor, primary screen, HEK293 cells, Fluo-4 calcium flux | Mas-related G-protein coupled receptor member X1 (Homo sapiens), Q96LB2 | Fluo-4 calcium fluorescence, agonist mode; hits give high values | B-score at 10 µM | hit rate 0.44% among 310,000;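 active = calcium response B-score plate-corrected fluorescence ratio at least 3 library SD, with starting fluorescence B-score inside 5 SD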
#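 Material – MrgX1-expressing HEK293 cells · Input – 15,000 cells seeded per well · Dosing – compound as first of three additions · Times – overnight seeding, then 1 h dark dye loading · Measured by – kinetic Fluo-4 NW fluorescence of intracellular calcium · Read-out – B-scored fluorescence response ratio · Benchmarks – positive and negative control wells on each plate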
# MrgX1 antag = antagonists of human MrgX1 receptor, primary screen, HEK293 cells, Fluo-4 calcium flux; Mas-related G-protein coupled receptor member X1 (Homo sapiens), Q96LB2; BAM8-22 antagonism; hits give low values; B-score at 10 µM; hit rate 1.3% among 310,000; AID 588676, 2011;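 active = calcium-response B-score plate-corrected more than 3 library SD below zero, starting fluorescence within 5 deviations, no agonist response on first addition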;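 also: peak minus trough fluorescence over baseline after final BAM8-22 challenge near maximal dose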
# TRPC6 inhibitor = mouse TRPC6 channel inhibitors, primary screen, cell-based, HEK293, membrane potential dye; Short transient receptor potential channel 6 (Mus musculus), Q61143; ACh-evoked depolarization; hits give low values; hit rate 1.1% among 310,000; B-score at 10 µM;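 active = B-score under library mean minus 3 SD, initial fluorescence not abnormally high, positive integrated signal ratio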;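 also: B-score derived from integrated fluorescence ratio over the kinetic read; more negative B-score means stronger inhibition of depolarization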
# Target sequence (Q61143 whole entry, looked up): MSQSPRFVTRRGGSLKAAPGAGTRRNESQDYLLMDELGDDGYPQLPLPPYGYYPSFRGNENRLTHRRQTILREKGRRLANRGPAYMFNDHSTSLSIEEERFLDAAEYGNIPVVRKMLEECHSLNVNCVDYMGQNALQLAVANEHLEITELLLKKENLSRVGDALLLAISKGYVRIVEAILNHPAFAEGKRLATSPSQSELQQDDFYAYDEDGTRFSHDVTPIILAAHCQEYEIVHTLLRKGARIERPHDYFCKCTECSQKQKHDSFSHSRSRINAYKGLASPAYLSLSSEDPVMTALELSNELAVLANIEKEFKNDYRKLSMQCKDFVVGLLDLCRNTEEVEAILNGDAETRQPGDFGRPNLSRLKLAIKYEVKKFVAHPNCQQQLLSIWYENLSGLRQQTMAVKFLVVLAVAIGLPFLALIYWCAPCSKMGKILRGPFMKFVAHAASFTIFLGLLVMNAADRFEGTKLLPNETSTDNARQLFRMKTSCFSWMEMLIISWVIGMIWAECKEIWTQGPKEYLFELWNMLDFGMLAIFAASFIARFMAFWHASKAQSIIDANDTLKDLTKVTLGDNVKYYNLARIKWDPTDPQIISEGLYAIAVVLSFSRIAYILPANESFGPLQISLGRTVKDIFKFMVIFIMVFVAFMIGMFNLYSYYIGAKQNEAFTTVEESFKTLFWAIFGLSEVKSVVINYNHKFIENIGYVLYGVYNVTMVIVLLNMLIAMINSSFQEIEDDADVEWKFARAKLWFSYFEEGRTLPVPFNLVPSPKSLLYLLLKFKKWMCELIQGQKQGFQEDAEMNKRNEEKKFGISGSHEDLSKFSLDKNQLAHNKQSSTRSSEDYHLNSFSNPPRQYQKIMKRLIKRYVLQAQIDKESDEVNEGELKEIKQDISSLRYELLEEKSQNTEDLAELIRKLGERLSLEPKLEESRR
# MrgX1 allo act = positive allosteric modulators of MrgX1, primary screen, HEK293 cells, Fluo-4 calcium flux; B-score at 10 µM; hit rate 0.63% among 310,000; FDSS; hits give high values; Mas-related G-protein coupled receptor member X1 (Homo sapiens), Q96LB2;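 active = plate-corrected calcium response at least 3 library SD above typical, normal starting fluorescence, not activating the receptor alone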;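 also: compound read alongside a low EC10 to EC30 dose of BAM8-22 agonist; peak minus trough fluorescence over baseline measured at the second addition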
# TRPC6 activator = mouse TRPC6 channel activators, primary screen, cell-based, HEK293, membrane potential dye | Short transient receptor potential channel 6 (Mus musculus), Q61143 | HEK293-TRPC6 membrane potential dye fluorescence; hits give high values | B-score at 10 µM | hit rate 0.13% among 310,000 | AID 2550, 2010;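 active = B-score of the integrated fluorescence ratio above library mean plus 3 SD, and starting fluorescence ratio within library mean plus 5 SD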;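 also: higher score means more depolarization so channel activation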
# PolyA inh = polyadenylation inhibitors in yeast reporter cells, primary screen, luminescence, S. cerevisiae; S. cerevisiae SKY197-pL101 polyadenylation reporter, beta-gal luminescence; efflux-impaired pdr1/pdr3 knockout yeast; score 100 = 6 SD above DMSO; calls only at 12 µM; hit rate 0.02% among 300,000; AID 1875, 2009;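 active = lowest replicate activity score at least 50, where 100 means six control SD above control mean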;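 also: yeast exposed to compound for 9 h at 30 °C; higher score means more reporter readthrough which indicates perturbed polyadenylation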
# AI-2 QS modul = Vibrio harveyi AI-2 quorum sensing modulators, primary screen, JMH597 strain, luminescence/OD600 ratio; Vibrio harveyi JMH597 AI-2 luminescence/OD600 ratio, 9 h; hits give low values; strain lacks LuxN and CqsS sensors; 0 = neutral-control median; activity change, % at 7.5 µM; hit rate 0.4% among 300,000; in the data active = activity change below about -75%, passing the limit was not always enough;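 also: luminescence divided by OD600 gain over 9 h not by final OD600 alone; inactives centre near 13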
# Starred values were filed as active, the others as inactive; i = inactive; / = not tested or not shown.
# Second line of a record: TRPC4 block | HIF activator | TRPC4 PAM | TRPC4 agonist | MrgX1 ag | MrgX1 antag | TRPC6 inhibitor | MrgX1 allo act | TRPC6 activator | PolyA inh | AI-2 QS modul
- O=C(Nc1nc2ccccc2[nH]1)c1cc(F)cc(F)c1
    i | 2.1 | i | i | i | i | i | i | i | i | 14
- CCCNC(=O)CNC(=S)N(Cc1ccccc1F)C1CCCCC1
    i | -0.3 | i | i | i | i | i | i | i | i | 19
- O=S(=O)(Nc1cccc(-n2cnnn2)c1)c1cc(Cl)ccc1Cl
    i | -0.5 | i | i | i | i | i | i | i | i | 0
- CCN(CC)S(=O)(=O)c1ccc(Oc2ccccc2)c(N)c1
    i | -0.2 | i | i | i | i | i | i | i | i | 1
- O=C(O)c1cccc(-n2cccc2C=C2C(=O)c3ccccc3C2=O)c1
    i | -0.4 | i | i | i | i | i | i | i | i | 23
- O=C(NCc1n[nH]c(=S)n1-c1ccc([N+](=O)[O-])cc1)c1ccc(S(=O)(=O)N2CCOCC2)cc1
    i | -0.2 | i | i | i | i | i | i | i | i | 23
- Nc1n[nH]c(C2CCCCC2)n1
    i | 1.0 | i | i | i | i | i | i | i | i | 2
- CC(=O)c1cccc(NC(=O)N2CCCC2C(=O)Nc2cc(C)ccc2C)c1 (stereo unspecified)
    i | -1.0 | i | i | i | i | i | i | i | i | 33
- O=c1oc2ccccc2cc1C1=Nn2c(nnc2-c2cccnc2)SC1
    i | -0.1 | i | i | i | i | i | i | i | i | 22
- COc1cccc(-c2n[nH]c(=S)n2Cc2ccco2)c1OC
    i | -0.6 | i | i | i | i | i | i | i | i | 13
- COc1ccccc1CCN1CCCC(CN(C)C(=O)c2ccco2)C1 (stereo unspecified)
    i | 0.6 | i | i | i | i | i | i | i | i | 11
- O=C(Nc1cccc(S(=O)(=O)NC2=NCCC2)c1)c1cc(Cl)ccc1[N+](=O)[O-]
    i | -0.4 | i | i | i | i | i | i | i | i | 10
- O=C1NC(=Nc2ccccc2)S/C1=C\c1cccnc1
    i | -0.3 | i | i | i | i | i | i | i | i | 12
- Cc1ccc(S(=O)(=O)N2CCCC(CCC(=O)NCc3ccccc3F)C2)s1 (stereo unspecified)
    i | 0.2 | i | i | i | i | i | i | i | i | 22
- CNc1ncc(C(=O)c2ccc(Br)cc2)s1
    i | 0.6 | i | i | / | / | i | / | i | i | 0
- O=C(NNC(=O)c1cccs1)c1ccco1
    i | 0.3 | i | i | i | i | i | i | i | i | 5
- Cc1[nH]c2ccccc2c1C(=O)CSCC(=O)O
    i | 4.4 | i | i | i | i | i | i | i | i | 18
- CCc1sc(NC(=O)COC)nc1-c1ccccc1
    i | -1.8 | i | i | i | -4.6* | i | i | i | i | 4
- COc1ccc(C(=O)NC23CC4CC(CC(C4)C2)C3)cc1OC
    i | -6.8 | i | i | i | i | i | i | i | i | -2
- CCN(CC(=O)Nc1cc(Cl)ccc1C)C(=O)CCS(=O)(=O)c1ccc(C)cc1
    i | -0.3 | i | i | i | i | -5.5* | i | i | i | 17
- O=Cc1cn(-c2ccccc2)nc1-c1ccncc1
    i | 3.4 | i | i | i | i | i | i | i | i | 22
- O=C(CSc1nc2ccccc2s1)N/N=C/c1ccco1
    i | -0.4 | i | i | i | i | i | i | i | i | 27
- CSc1nnc(CCCCCNC(=O)OC(C)(C)C)o1
    i | 0.7 | i | i | i | i | i | i | i | i | 16
- COC(=O)c1c(C)cc(C)n2c1nc1ccccc12
    i | -0.3 | i | i | i | i | -6.8* | i | i | i | 19
- Cc1ccc(-c2cnc(SCCNC(=O)c3ccco3)[nH]2)cc1
    i | -0.1 | i | i | i | i | i | i | i | i | 9
- CC(=O)Nc1ccc(NC(=O)CCCCCn2nnc3ccccc3c2=O)cc1
    i | 0.0 | i | i | i | i | i | i | i | i | 18
- CCOC(=O)NC(CC(=O)O)c1ccc(OC)c(OC)c1 (stereo unspecified)
    i | -0.1 | i | i | i | i | i | i | i | i | 10
- O=C(N1CCCCC1)N1CCN(S(=O)(=O)c2ccc(Cl)cc2)CC1
    i | 0.1 | i | i | i | i | i | i | i | i | 10
- COCc1ccc([C@@H]2C[C@H]3CN(Cc4cccc(Cl)c4)C(=O)[C@]34CCCN24)o1
    i | -0.1 | i | i | i | i | i | i | i | i | 17
- COC(=O)CSc1nc(C2CC2)cc(C(F)(F)F)c1C#N
    i | 1.5 | i | i | i | i | i | i | i | i | -7
- CC(C)(CNC(=O)c1cc(-c2ccc(Cl)s2)nc2ccccc12)N1CCOCC1
    i | 2.3 | i | i | i | i | i | i | i | i | 8
- CCc1ccc(N(C(=O)c2ccco2)C(C(=O)NC2CCCC2)c2ccncc2)cc1 (stereo unspecified)
    i | 3.4 | i | i | i | i | i | i | i | i | 6
- COC(=O)N/N=C\c1ccc(OC/C=C/c2ccccc2)c(OC)c1
    i | 0.6 | i | i | i | i | i | i | i | i | -2
- Cc1csc(SCC(=O)Nc2nc(-c3ccccc3)cs2)n1
    i | 1.2 | i | i | i | i | i | i | i | i | 2
- CN(C1=C(N2CCCCC2)C(=O)c2ccccc2C1=O)c1ccccc1
    i | -0.6 | i | i | i | i | -7.2* | i | i | i | 13
- Cc1nnc(C)n1/N=C/C=C/c1ccccc1
    i | -1.2 | i | i | i | i | i | i | i | i | 7
- N#C/C(=C\Nc1ccccc1SC(F)(F)F)c1nc(-c2ccc(Cl)cc2)cs1
    i | -0.1 | i | i | i | i | i | i | i | i | 24
- Cc1ccc(S(=O)(=O)NCc2ccc3c(c2)OCO3)cc1C
    i | -0.1 | i | i | i | i | i | i | i | i | 7
- CCCn1c(=O)n(C)c(=O)c2c(SCC(=O)NCc3ccco3)nc(C3CC3)nc21
    i | 0.1 | i | i | i | i | i | i | i | i | 25
- COc1ccc(CCn2c(NCc3ccco3)nc3c2c(=O)[nH]c(=O)n3C)cc1
    i | 0.2 | i | i | i | i | i | i | i | i | 14
- Oc1cccc(N2Cc3ccccc3C2)c1
    i | 0.5 | i | i | i | i | i | i | i | i | 19
- CN(C(=O)Cn1c(=O)oc2cc(S(=O)(=O)N3CCCC3)ccc21)C1CCCCC1
    i | -0.5 | i | i | i | i | i | i | i | i | -10
- CCOC(=O)N1CCN(C(=O)C2CC(=O)N(c3ccccc3)C2)CC1 (stereo unspecified)
    i | -0.3 | i | i | i | i | i | i | i | i | 8
- COc1ccc(CCNC(=O)C(=O)NCC2OCCN2S(=O)(=O)c2ccc3c(c2)OCCO3)cc1 (stereo unspecified)
    i | -0.3 | i | i | i | i | i | i | i | i | 25
- O=C(Nc1cccc2oc(=O)ccc12)c1ccc([N+](=O)[O-])cc1[N+](=O)[O-]
    i | -0.6 | i | i | i | i | i | i | i | i | 20
- CCc1ccccc1NS(=O)(=O)c1c(C(=O)N2CCCCCC2)c(C)n(C)c1C
    i | -0.8 | i | i | i | i | i | i | i | i | 0
- O=C(COc1ccc(Br)cc1)Nc1ccc(Cc2ccncc2)cc1
    i | -0.1 | i | i | i | i | i | i | i | i | -25
- COC(=O)c1cccc(NC(=O)COC(=O)CSc2nc(C)cc(C)n2)c1
    i | 0.1 | i | i | i | i | i | i | i | i | 28
- C[C@@]12C(=O)N(c3cccc(Br)c3)C(=O)N1[C@H](c1ccc(Cl)cc1)[C@@H]1C(=O)N(C3CCCCC3)C(=O)[C@@H]12
    i | 0.3 | i | i | i | i | i | i | i | i | 34
- O=C(C1CCCN(S(=O)(=O)c2cnc[nH]2)C1)N1CCN(c2ccc(Cl)cc2)CC1 (stereo unspecified)
    i | / | i | i | i | i | i | i | i | i | 29
- O=C(NC1=NCCS1)c1ccc(Cl)c(S(=O)(=O)N2CCc3ccccc32)c1
    i | -0.7 | i | i | i | i | i | i | i | i | -3
- O=C(NC1CCCc2ccccc21)C1CCCN(S(=O)(=O)c2cnc[nH]2)C1 (stereo unspecified)
    i | / | i | i | i | i | i | i | i | i | 11
- COc1ccccc1N1CCN(C(=O)c2ccc(NC3=NC4CS(=O)(=O)CC4S3)cc2)CC1 (stereo unspecified)
    i | 0.6 | i | i | i | i | i | i | i | i | 4
- COc1ccc(OC)c(CNc2ccc([N+](=O)[O-])cc2C)c1
    i | -0.6 | i | i | i | i | i | i | i | i | 17
- Cn1c(CN2CCOCC2)nnc1SCC(=O)NC1CCCCC1
    i | -0.5 | i | i | i | i | i | i | i | i | 34
- Cc1ccc(-c2csc(NC(=O)C3=NN(C4CCS(=O)(=O)C4)C(=O)CC3)n2)cc1 (stereo unspecified)
    i | 0.1 | i | i | i | i | i | i | i | i | 5
- COc1ccc(NC(=O)c2sc3nc(C)cc(C)c3c2N)cc1
    i | 5.0 | i | i | i | i | i | i | i | i | 7
- Cc1cc(C)cc(N=C2SC(CC(=O)Nc3ccccc3)C(=O)N2CCN2CCOCC2)c1 (stereo unspecified)
    i | -0.5 | i | i | i | i | i | i | i | i | 10
- O=C(NCc1ccco1)/C(=C\c1cccs1)NC(=O)c1ccco1
    i | -0.6 | i | i | i | i | i | i | i | i | 10
- Cc1ccc(C(=O)N2CCc3ccccc32)cc1[N+](=O)[O-]
    i | -0.5 | i | i | i | i | i | i | i | i | /

# The list is partial. The share of hits here may be higher or lower than overall.
